hIAP act – increases human intestinal alkaline phosphatase activity; P09923; purified human IAP, CDP-Star luminescence, 30 min; active compounds read high; 1 = vehicle-only enzyme, 0 = enzyme-free background; activation factor at 10 µM; 0.16% of 330,000 active;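 active = activation factor of the enzyme at least 2-fold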; note: the source names both 10 and 20 µM as test concentration; values of inactives mirror those of a sister screen read the other way
A3A deaminase – human APOBEC3A DNA deaminase inhibition; recombinant A3A, FAM/TAMRA ssDNA deamination fluorescence; 0.41% of 330,000 active; AID 493011; P31941; inhibition, % at 20 µM;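 active = at least 40% inhibition at 20 µM here, with at most 30% in a related deaminase screen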;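 note: plate controls were A3A with DMSO for no effect and wells lacking A3A enzyme for full effect; some results filed as inactive read as strong as hits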
Target sequence (P31941 whole entry, looked up): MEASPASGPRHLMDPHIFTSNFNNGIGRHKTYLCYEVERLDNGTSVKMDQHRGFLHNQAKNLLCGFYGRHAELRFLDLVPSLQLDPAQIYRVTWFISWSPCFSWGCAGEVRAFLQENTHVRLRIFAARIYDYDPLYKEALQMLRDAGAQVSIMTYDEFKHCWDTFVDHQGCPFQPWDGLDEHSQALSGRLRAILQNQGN
hIAP inh – blocks human intestinal alkaline phosphatase. P09923. purified IAP, CDP-Star luminescence, 30 min. inhibition, % at 10 µM. 0.12% of 330,000 active. AID 2544;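 active = inhibition reaching a set limit with compound at 10 µM in the primary screen, cut at about 35% in these data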;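 note: plate controls were DMSO wells with enzyme for no effect and no-enzyme buffer wells for full effect; values of inactives mirror those of a sister screen read the other way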
HKDC1 inhibitor – blocks human hexokinase HKDC1 activity | Q2TB90 | recombinant HKDC1, G6PDH/diaphorase resazurin coupled fluorescence | inhibition, % at 20 µM | 0.16% of 340,000 active;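 active = inhibition above about 35% when tested at 20 µM, limit read from the data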;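 note: plate controls were DMSO wells with enzyme for no effect and DMSO wells lacking enzyme for full effect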
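test system = in-house recombinant HK5 (HKDC1) enzyme | amount = HKDC1 at 5 µg/mL | control set = DMSO-enzyme wells negative, buffer-substituted wells positive | compound = one dose of 20 µM, 1% DMSO | schedule = reaction time 90 min, room temperature, protected from light | technique = resorufin fluorescence at 613 nm | reagent = glucose with 1 mM ATP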
ATG4B inh – inhibitors of human ATG4B cysteine protease. inhibition, % at 8.33 µM. ATG4B cleavage of LC3-PLA2, NBD-HPC fluorescence, 1 h. 0.51% of 340,000 active; in the data active = inhibition above about 40%
Target sequence (Q9Y4P1 whole entry, looked up): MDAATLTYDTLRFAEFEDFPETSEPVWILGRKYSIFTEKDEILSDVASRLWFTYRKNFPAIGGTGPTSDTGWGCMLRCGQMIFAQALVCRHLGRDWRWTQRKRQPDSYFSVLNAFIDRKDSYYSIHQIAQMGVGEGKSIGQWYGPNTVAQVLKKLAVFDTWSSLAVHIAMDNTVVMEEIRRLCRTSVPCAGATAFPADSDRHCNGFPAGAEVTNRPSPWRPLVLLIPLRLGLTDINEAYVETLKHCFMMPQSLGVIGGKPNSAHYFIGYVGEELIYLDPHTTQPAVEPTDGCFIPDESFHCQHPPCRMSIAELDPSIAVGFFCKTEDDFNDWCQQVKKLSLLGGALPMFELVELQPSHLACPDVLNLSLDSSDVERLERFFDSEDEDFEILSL
mIAP block – blocks mouse intestinal alkaline phosphatase; purified mouse IAP, CDP-Star luminescence, 30 min; inhibition, % at 10 µM; 0.2% of 330,000 active; AID 2806;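 active = inhibition of at least 40% at 10 µM in the primary screen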;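 note: plate controls were DMSO with enzyme for no effect and no enzyme wells for full effect; values of inactives mirror those of a sister screen read the other way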
mIAP activ – mouse IAP activation. muIAP, CDP-Star luminescence, 30 min; active compounds read high; 1 = vehicle-only enzyme signal, 0 = enzyme-free wells. activation factor at 10 µM. 0.24% of 330,000 active. AID 2805;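 active = activation factor of at least 2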; note: the source names both 10 and 20 µM as test concentration; values of inactives mirror those of a sister screen read the other way
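System: Mouse IAP enzyme | Also added: CDP-Star substrate | Dosing: Compounds dispensed in DMSO | Schedule: 30 min enzyme-substrate-compound incubation at room temperature | Technique: Chemiluminescence readout | Control set: DMSO-only wells and no-enzyme negative control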
PfG6PD inh – PfG6PD (Plasmodium falciparum) enzyme inhibition; inhibition, % at 20 µM; AID 504690; 0.78% of 350,000 active; PfGluPho enzyme, NADPH resazurin-diaphorase fluorescence;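 active = inhibition reaching at least a set limit at 20 µM in the primary screen, cut at about 59% in these data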;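 note: 0% = DMSO wells with substrate and 100% = DMSO wells lacking glucose-6-phosphate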
* marks the source's active call; other numbers are inactive results; & = joins results of further samples.

SMILES	hIAP act	A3A deaminase	hIAP inh	HKDC1 inhibitor	ATG4B inh	mIAP block	mIAP activ	PfG6PD inh
Nc1ccn(CC(=O)NCCc2ccccn2)c(=O)n1	1	-1	-4	-2	-3	-8	1.1	-12
CCOC(=O)CNC(=O)c1nn(-c2cccc(OC)c2)c(=O)c2ccccc12	1.1	2	-9	3	-3	-16	1.2	0
O=C(O)CCCc1c(-[n+]2ccccc2)[nH]c2ccccc12	1.1	1	-8	-10	-13	4	0.96	9
COc1cccc(-n2c(SCC(=O)NCc3ccco3)nnc2-c2c[nH]c3ccccc23)c1	0.8	-3	20	-1	-3	-17	1.2	14
CSc1nc(N(C)C)nc(N(C#N)CCOC(C)=O)n1	0.81	1	19	-8	8	1	0.99	-15
O=C(CCNC(=O)c1ccco1)Nc1cccc(C(F)(F)F)c1	1.1	-3	-11	-5	2	-1	1	-5
O=S(=O)(c1ccc(Cl)nc1)N(Cc1ccccc1)Cc1ccccc1	0.86	0	14	3	33	10	0.9	0
COc1ccc(C2c3ccsc3CCN2C(C)=O)cc1 (stereo not given)	1.2	-3	-21	1	-16	-7	1.1	-5
CC(=O)Nc1ccc(S(=O)(=O)N2CCN(C)CC2)cc1	0.79	-1	21	-14	0	-1	1	-1
CCOC(=O)C1=C(C)NC2=C(C(=O)CC(c3ccc(OC)c(OC)c3)C2)C1c1ccc(C)o1 (stereo not given)	1.1	-2	-5	0	-5	-12	1.1	2
CN(CCOc1ccccc1)S(=O)(=O)c1ccc2oc3ccccc3c2c1	1	3	-1	5	0	2	0.98	-17
COc1ccc2c(CC(=O)NNC(=O)c3ccc(O)cc3)coc2c1	0.9	0	10	-3	-3	15	0.85	3
Cc1ccc(-n2nc3c(c2NC(=O)c2ccc(S(=O)(=O)N4CCOCC4)cc2)CSC3)c(C)c1	0.99	-1	1	18	31	10	0.9	-3
CC1=C(C)C(=O)N(c2ccccn2)C1=O	1.1	-5	-7	-8	1	-10	1.1	3
CCCc1cc(C(=O)Nc2ccccc2C(=O)OC)no1	0.91	-5	9	1	2	14	0.86	-6
CCn1c(SCC(=O)C(C)(C)C)nnc1-c1ccccc1OC	0.99	-6	1	2	2	-4	1	-7
CCC(COC(=O)c1ccccc1)Oc1cc(NCc2ccccc2)c2ncn(C(C)C)c2c1 (stereo not given)	1	-4	0	20	22	-9	1.1	51
Cc1noc(NC(=O)c2cccc(C(F)(F)F)c2)c1Cl	1.2	-6	-15	8	3	-5	1	-6
Cc1cc(C(=O)C(C)Cl)c(C)n1Cc1ccco1 (stereo not given)	0.96	8	4	-7	7	4	0.96	4
CCOC(=O)c1c(C)oc2ccc(OC(=O)c3cccs3)cc12	0.89	-1	11	-2	12	3	0.97	8

Arranged by number of heavy atoms (smallest number first): 10 of the compounds above
SMILES	hIAP act	A3A deaminase	hIAP inh	HKDC1 inhibitor	ATG4B inh	mIAP block	mIAP activ	PfG6PD inh
CC1=C(C)C(=O)N(c2ccccn2)C1=O	1.1	-5	-7	-8	1	-10	1.1	3
Cc1cc(C(=O)C(C)Cl)c(C)n1Cc1ccco1 (stereo not given)	0.96	8	4	-7	7	4	0.96	4
COc1ccc(C2c3ccsc3CCN2C(C)=O)cc1 (stereo not given)	1.2	-3	-21	1	-16	-7	1.1	-5
O=C(O)CCCc1c(-[n+]2ccccc2)[nH]c2ccccc12	1.1	1	-8	-10	-13	4	0.96	9
O=C(CCNC(=O)c1ccco1)Nc1cccc(C(F)(F)F)c1	1.1	-3	-11	-5	2	-1	1	-5
COc1ccc2c(CC(=O)NNC(=O)c3ccc(O)cc3)coc2c1	0.9	0	10	-3	-3	15	0.85	3
CN(CCOc1ccccc1)S(=O)(=O)c1ccc2oc3ccccc3c2c1	1	3	-1	5	0	2	0.98	-17
CCOC(=O)CNC(=O)c1nn(-c2cccc(OC)c2)c(=O)c2ccccc12	1.1	2	-9	3	-3	-16	1.2	0
COc1cccc(-n2c(SCC(=O)NCc3ccco3)nnc2-c2c[nH]c3ccccc23)c1	0.8	-3	20	-1	-3	-17	1.2	14
CCC(COC(=O)c1ccccc1)Oc1cc(NCc2ccccc2)c2ncn(C(C)C)c2c1 (stereo not given)	1	-4	0	20	22	-9	1.1	51

(cont.)
SMILES	hIAP act	A3A deaminase	hIAP inh	HKDC1 inhibitor	ATG4B inh	mIAP block	mIAP activ	PfG6PD inh
Cc1ccc(S(=O)(=O)CC(=O)Nc2ccccn2)cc1	1	2	-2	-2	2	3	0.97	-9
Cc1ccc(CNC(=O)C(NS(=O)(=O)c2cccs2)C(C)C)cc1 (stereo not given)	0.94	1	6	-10	-16	10	0.9	7
O=C(c1cnc2n(c1=O)CCS2)N1CCN(C(c2ccccc2)c2ccc(Cl)cc2)CC1 (stereo not given)	0.91	-3	9	5	-10	6	0.94	8
COc1ccc(Cc2nc3ccc(C(=O)N4CCOCC4)cc3o2)cc1	0.91	0	10	-5	-11	3	0.97	-5
O=C(NCC1CCCO1)c1ccc(CS(=O)(=O)c2ccc(Cl)cc2)o1 (stereo not given)	0.95	2	5	12	0	-12	1.1	-5
COc1cc(C(=O)NC2CCN(CC(=O)NC3CCCCC3)CC2)cc(OC)c1OC	1.2	2	-24	-3	5	5	0.95	-11
COc1ccc(CCNC(=O)C2CCN(c3nccc(C)n3)CC2)cc1	1	2	-4	10	0	-8	1.1	-7
Cc1ccc(C)c(NC(=O)COC(=O)CC2c3ccccc3CCN2S(=O)(=O)c2ccc(F)cc2)c1 (stereo not given)	1	-1	-3	-6	-5	-17	1.2	5
O=C(Nc1ccncc1)c1ccccc1[N+](=O)[O-]	0.93	2	7	-3	8	-2	1	3
CCC(C)(C)NC(=O)C(c1ccccn1)N(C(=O)c1csnn1)c1ccccc1 (stereo not given)	0.95	0	5	-7	-1	4	0.96	-22
CC(C)Oc1ccc(CNC(=O)Cn2c(=O)oc3ccccc32)cc1	0.84	3	16	-3	-3	-6	1.1	2
Cc1nc(CCNC(=O)c2ccccc2)cs1	0.89	8	11	-7	-13	4	0.96	-8
Cc1ccc(CC(=O)Nc2ccccc2-c2ccccc2)cc1C	0.98	-1	2	0	23	-2	1	5
O=C(COC(=O)C1c2ccccc2Oc2ccccc21)NC1CCS(=O)(=O)C1 (stereo not given)	0.83	1	17	-9	-7	3	0.97	14
CCC(C)c1ccccc1NC(=O)COC(=O)C1=COCCO1 (stereo not given)	1.1	-2	-14	10	-10	4	0.96	11
O=C(O)c1cc(-c2ccccc2Cl)n(-c2ccc(F)cc2)n1	0.84	-3	16	1	3	13	0.87	34
COc1ccc(N2C(=O)C3C(C2=O)C(C(=O)c2ccccc2)N2CCCC32)cc1 (stereo not given)	0.96	2	4	-3	-12	15	0.85	9
COC(=O)/C=C/c1ccc2c(c1)OCO2	1	2	-1	14	-3	0	1	-6
Cc1cc(C)c(C)c(S(=O)(=O)N2CCN(C(=O)c3ccncc3)CC2)c1C	1	-4	-3	1	-17	3	0.97	-18
O=C(COC(=O)COc1ccccc1Cl)Nc1ccccc1OC(F)F	1.2	-7	-18	-2	1	-5	1	-8
COCCCN1C(=O)C(O)=C(C(=O)c2ccco2)C1c1ccccc1 (stereo not given)	1	-1	-3	-5	-2	1	0.99	4
C=CCn1ccc(O)c(Cc2ccc(Cl)cc2)c1=O	0.84	-1	16	-2	4	2	0.98	10
Cc1ccc(CNCc2cc(Cl)ccc2O)cc1	1	-4	0	-6	-9	13	0.87	10
CCOC(=O)c1sc(NC(=O)CCCCl)nc1C	0.83	-1	17	1	6	1	0.99	19
O=C(NCC1CC1)c1onc(CSc2ccncc2)c1C(=O)NCC1CC1	1.2	3	-17	-4	9	-4	1	20
Cc1ccccc1P(=O)(CO)c1ccccc1C	1	-1	-4	-10	8	0	1	-6
COc1ccccc1C(=O)C1CCCN(C(=O)CCc2ccccn2)C1 (stereo not given)	0.87	-3	13	-10	-4	6	0.94	3
O=C(O)c1ccccc1C(=O)Nc1c(-c2ccccc2)nc2ccccn12	1	-1	-4	2	-3	-7	1.1	-13
COc1ccc(NC(=O)c2ccccc2N(Cc2ccccc2)S(C)(=O)=O)cc1OC	1.2	0	-19	-11	0	-14	1.1	-4
CCOc1ccc(OCC)c(NC(=O)CSCCc2ccccn2)c1	1.1	2	-12	-3	18	-5	1.1	-1
Cc1ccc(NC2=NCC(=O)N2Cc2ccc3c(c2)OCO3)c(C)c1	1	0	0	0	-1	4	0.95	2
CCSc1nnc(Cn2c(=O)sc3ccccc32)n1-c1ccc(OC)cc1	0.92	-2	8	-2	2	-5	1	19
CCN1CCN(Cc2ccc(NC(=O)c3cc(NC(=O)C(=O)c4c[nH]c5ccccc45)cc(OC)c3)cc2C(F)(F)F)CC1	1	-5	-1	4	15	7	0.93	38&23
Cc1ccc(C(=O)Nc2ccc(Nc3ccccc3)cc2)cc1Br	1	0	-2	1	-2	6	0.94	9
Cc1onc(-c2ccccc2)c1C(=O)NC(=S)NNC(=O)c1ccco1	1.7	-3	-67	-5	-14	15	0.85	-6
CCC1(C)Cc2ccccc2-c2nc(SCC(N)=O)[nH]c(=O)c21 (stereo not given)	0.88	5	12	5	2	1	0.99	5
CCCc1cc(=O)oc2cc(C)cc(OC(C)C(=O)N[C@@H](Cc3c[nH]c4ccccc34)C(=O)O)c12 (stereo not given in full)	1	2	-3	9	-1	-4	1	-21
CCNc1nc(NC(N)=S)nc(NC(C)(C)C)n1	1	-1	0	-6	11	-1	1	13
CN(Cc1cc(=O)n2ccsc2n1)Cc1nc2ccccc2c(=O)[nH]1	1.4	3	-44	3	1	-10	1.1	2
CC(C)(C)c1ccc(-c2noc(CCC(=O)NCC3CCCO3)n2)cc1 (stereo not given)	1	-1	-2	-10	-1	6	0.94	-2

Arranged by length of the SMILES (descending): 3 of the compounds above
SMILES	hIAP act	A3A deaminase	hIAP inh	HKDC1 inhibitor	ATG4B inh	mIAP block	mIAP activ	PfG6PD inh
CCCc1cc(=O)oc2cc(C)cc(OC(C)C(=O)N[C@@H](Cc3c[nH]c4ccccc34)C(=O)O)c12 (stereo not given in full)	1	2	-3	9	-1	-4	1	-21
O=C(O)c1ccccc1C(=O)Nc1c(-c2ccccc2)nc2ccccn12	1	-1	-4	2	-3	-7	1.1	-13
CCC1(C)Cc2ccccc2-c2nc(SCC(N)=O)[nH]c(=O)c21 (stereo not given)	0.88	5	12	5	2	1	0.99	5

Next section.
SMILES	hIAP act	A3A deaminase	hIAP inh	HKDC1 inhibitor	ATG4B inh	mIAP block	mIAP activ	PfG6PD inh
N=c1n(Cc2ccccc2)c2ccccc2n1CC(O)c1ccccc1 (stereo not given)	0.92	0	8	-5	-11	4	0.96	5
O=C1NC(=O)/C(=C\c2ccc(OCc3cnc(Cl)s3)cc2)S1	0.72	-4	28	-8	-10	4	0.96	-3
C=CCNCC(=O)Nc1ccccc1SCC(=O)Nc1ccsc1C(=O)OC	0.87	0	13	-4	-13	2	0.98	1
COc1c(Cl)cc(C(=O)NN)cc1Cl	1.2	7	-15	-7	1	-1	1	-7
CC(C)n1c(CN2CCN(C)CC2)nc2c1c(=O)n(C)c(=O)n2C	0.93	-3	7	-5	-6	-3	1	6

Screening data deposited in PubChem by Sanford-Burnham Center for Chemical Genomics.
